Bioassay records from PubChem BioAssay.
Arr AP2 block: inhibitors of beta-arrestin/AP2 binding, primary screen, biochemical, GPCR trafficking, flow cytometry; beta-arrestin 1 C-terminal peptide binding to AP2 beta2-adaptin appendage (human); FITC-arrestin peptide / GST-AP2 beads; AP2 beta2 appendage carries R879A mutation; inhibition, % at 10 µM; 340,000 tested, 0.31% active; AID 504490, 2011;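 active means inhibition above a set limit, near 3 SD of compounds lacking own fluorescence, cut at about 54% in these data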;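 further: plate controls were DMSO wells for no effect and 5 µM unlabelled arrestin peptide for full effect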
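test system = AP2 appendage R879A on GSH beads | buffer or medium = PBS plus Tween 20 (0.05%) and BSA (0.1%) | incubation = 12 min plus 1 h, RT | detection = bead flow cytometry, FITC channel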
MOR-DOR inv ag: inverse agonists of MOR-DOR heterodimerization, primary screen, cell-based, luminescence; cell-based MOR-DOR heterodimer luminescence, inverse agonism; Mu-type opioid receptor (Homo sapiens) + Delta-type opioid receptor (Homo sapiens), …; inhibition, % at 9.3 µM; 340,000 tested, 0.21% active; in the data active means inhibition above about 22%, passing the limit was not always enough;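 further: 0% = cells with DMSO and 100% = wells without cells with DMSO; values of inactives mirror those of a sister screen read the other way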
Cardiac RTF inh: cardiac RTF calcium sensitivity inhibitors, primary screen, biochemical, IANBD-TnC fluorescence, EC70 calcium; 340,000 tested, 0.12% active; inhibition, % at 7.15 µM; IANBD-labeled cardiac RTF, Ca2+ fluorescence; Troponin I, cardiac muscle (Homo sapiens) + Troponin T, cardiac muscle (Homo sapiens) + …; AID 493244, 2011;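 active means inhibition above the mean inhibition of all tested compounds plus 3 SD, cut at about 17% in these data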;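 further: assay run at fixed EC70 calcium of 1.6 mM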
Wnt bcat act: Wnt/beta-catenin pathway activators, primary screen, cell-based, plate reader, single point; 300,000 tested, 1.2% active; Wnt/beta-catenin reporter cell assay, activator; activation, % at 9.35 µM; AID 743398, 2014; in the data active means activation above about 30%, passing the limit was not always enough;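 further: 0% = neutral control wells and 100% = positive control wells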
MOR-DOR ag: agonists of OPRM1-OPRD1 heterodimerization, primary screen, cell-based, luminescence. Mu-type opioid receptor (Homo sapiens) + Delta-type opioid receptor (Homo sapiens), …. cells. activation, % at 9.3 µM. 340,000 tested, 0.3% active. AID 504326, 2011; in the data active means activation above about 18%;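 further: 0% = vehicle-treated cells and 100% = reference agonist; values of inactives mirror those of a sister screen read the other way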
cardiac RTF act: cardiac RTF calcium sensitivity activators, primary screen, biochemical, IANBD-TnC fluorescence, EC20 calcium; AID 493008, 2010; activation, % at 7.2 µM; IANBD-labeled TnC RTF fluorescence at EC20 calcium; 0% EC20 calcium, 100% full calcium; 340,000 tested, 0.24% active;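 active means activation above the mean over all tested compounds plus 3 SD, cut at about 30% in these data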;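 further: rise in fluorescence read as greater calcium sensitivity of cardiac thin filaments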
Pemphigus Ab inh: inhibitors of pemphigus antibody binding to DSG3, primary screen, biochemical, bead-based, flow cytometry, scFv-GFP; Desmoglein-3 (Homo sapiens), P32926; DSG3-coupled beads, scFv-anti-DSG3-GFP binding; stronger effect = lower value; binding (percent of control), % at 10 µM; 310,000 tested, 0.48% active;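 active means binding more than 3 SD below its plate's average and above zero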;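 further: hits lower antibody fragment binding to DSG3; some compounds called inactive have numbers as strong as hits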
V-ATPase pHluor: regulators of yeast V-ATPase proton pumping, primary screen, pHLuorin cytosolic pH fluorescence; S. cerevisiae; response, % at 10 µM; 350,000 tested, 0.37% active; AID 504577, 2011; in the data active means response mostly above about 7.3%, no sharp cut-off; inactive means mostly below about 5.4%; further: actives read high; inactives centre near 0; some compounds called inactive have numbers as strong as hits; reference of the scale not given here
LANA DNA inh: inhibitors of KSHV C-LANA binding to DNA, primary screen, biochemical, fluorescence polarization, FAM-LBS DNA, MBP-C-LANA, single point. Kaposi's sarcoma herpesvirus LANA C-terminal domain (residues 932-1162) DNA binding. 340,000 tested, 0.078% active. AID 504423, 2011. inhibition, % at 9 µM;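 active means highest replicate inhibition at or above 60% at 9 µM, even if other replicates fall short; inactive means all replicates below 60% inhibition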;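 further: 0% = neutral control wells and 100% = 4 µM acridine orange control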
Keap1 Nrf2 FP: Keap1-Nrf2 protein-protein interaction inhibitors, primary screen, biochemical, fluorescence polarization, single point; Kelch-like ECH-associated protein 1 (Homo sapiens), Q14145; Keap1 Kelch-Nrf2 peptide fluorescence polarization, 1536-well; 340,000 tested, 0.15% active; inhibition, % at 9.4 µM; in the data active means inhibition above about 12%;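 further: human Keap1 Kelch domain with fluorescein labeled Nrf2 9mer peptide probe; 0% = neutral control wells and 100% = peptide positive control; higher means more block of Keap1 binding to Nrf2 peptide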
Target sequence (Q14145 whole entry, looked up, the tested form may be a part): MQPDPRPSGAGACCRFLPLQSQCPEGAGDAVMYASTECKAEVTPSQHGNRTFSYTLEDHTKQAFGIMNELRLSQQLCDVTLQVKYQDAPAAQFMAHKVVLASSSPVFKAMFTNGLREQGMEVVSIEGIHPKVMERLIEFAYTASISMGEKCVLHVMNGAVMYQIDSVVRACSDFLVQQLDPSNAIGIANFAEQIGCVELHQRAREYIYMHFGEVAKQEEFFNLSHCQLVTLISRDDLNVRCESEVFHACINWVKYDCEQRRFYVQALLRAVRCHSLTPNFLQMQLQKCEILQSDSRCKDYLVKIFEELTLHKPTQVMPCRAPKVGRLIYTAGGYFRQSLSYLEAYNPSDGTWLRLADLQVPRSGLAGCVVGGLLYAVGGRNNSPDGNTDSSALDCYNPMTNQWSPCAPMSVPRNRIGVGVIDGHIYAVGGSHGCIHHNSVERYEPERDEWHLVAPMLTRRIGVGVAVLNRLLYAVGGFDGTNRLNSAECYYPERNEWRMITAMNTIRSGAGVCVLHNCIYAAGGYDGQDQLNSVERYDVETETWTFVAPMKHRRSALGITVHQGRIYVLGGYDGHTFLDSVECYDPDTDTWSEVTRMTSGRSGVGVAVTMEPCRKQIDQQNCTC
The depositor's hits bear a star; . = not tested or not shown.

SMILES	Arr AP2 block	MOR-DOR inv ag	Cardiac RTF inh	Wnt bcat act	MOR-DOR ag	cardiac RTF act	Pemphigus Ab inh	V-ATPase pHluor	LANA DNA inh	Keap1 Nrf2 FP
COc1ccc(C)cc1NC(=O)CN1CCN(c2ccccc2F)CC1	-2	2	1	0	-0.4	-5	.	4	1.7	1
Cc1cccc(NC(=O)CSc2cc(C)c(C#N)c3nc4ccccc4n23)c1	-9	12	8	-3	-2.3	-1	89	-2	-2.9	-1
CC1=C(C(=O)Nc2ccccn2)C(c2cn(C)nc2C)C2=C(CCCC2=O)N1 (centres undefined)	20	11	-7	3	-2.2	5	89	0	-0.2	2
CCOC(=O)CC1C(=O)NCCN1S(=O)(=O)c1ccc(OC)cc1 (centres undefined)	5	-6	-7	-1	0.8	0	92	2	1.3	3
O=c1[nH]c(NC2CCN(S(=O)(=O)c3ccccc3C(F)(F)F)CC2)nc2c1CCCC2	20	-30	13	1	4.3	-3	103	4	-0.1	-1
Cc1c(N)cc[n+](CC(=O)c2ccccc2)c1C	-23	-14	1	0	2.4	7	108	-1	3.5	0
Cc1ccc(C2CC(=O)Oc3cc(C)cc(C)c32)cc1 (centres undefined)	3	-14	-1	-1	2.9	-5	97	0	-1.3	-3
COc1ccccc1N1CCN(S(=O)(=O)c2cn(C)cn2)CC1	0	6	-6	-2	-1.0	-1	101	3	-0.6	-3
COc1ccc(Cl)c2c1[nH]c1nc(SCc3cccnc3)nnc12	-8	13	-6	-1	-2.6	6	120	4	-1.0	-7
O=C(Nc1ccccc1NC(=O)c1c(F)cccc1F)c1c(F)cccc1F	10	18	-7	1	-4.1	-2	117	-2	3.9	-3
COc1ccccc1C(=O)Nc1ccon1	-5	14	-5	.	-2.7	-1	98	-1	-1.0	1
Cc1ccccc1CN1CCN(C(=O)CC(C)C)CC1	10	-9	-11	0	1.9	3	89	-2	0.4	-2
COc1ccc(NC(=S)N2CCOCC2)c(OC)c1	8	-4	-9	-2	0.8	5	.	0	-0.9	-5
Cc1c(Br)c([N+](=O)[O-])nn1CC(=O)N1CCN(C23CC4CC(CC(C4)C2)C3)CC1	-13	-2	0	-2	0.4	0	96	3	0.9	4
COc1ccccc1C(=O)NC(=S)Nc1ccc(NC(=O)c2cccs2)cc1	-18	-44	6	0	8.5	2	97	-1	-0.4	-1
CN(C(=O)/C=C/c1ccccc1)C1CCCCC1	5	.	.	48*	.	.	110	4	.	.
Cc1ccc(NC(=O)Cn2c(=O)n(Cc3ccco3)c(=O)c3ccccc32)c(C)c1	30	14	-2	0	-2.3	-8	.	3	-2.4	-1
CCCOc1ccc(C(=O)Nc2ccc(N3CCN(C(C)=O)CC3)cc2)cc1	9	13	-7	-2	-2.1	-1	.	1	-2.5	-6
Cc1nn(CCCC(=O)Nc2cccnc2)c(C)c1[N+](=O)[O-]	-9	2	-10	0	-0.3	4	89	-3	-0.3	-3
Cc1cc(O)c(C(C)C)cc1N=C1CSC(=O)N1	0	-2	-1	0	0.3	7	93	-148	5.2	0
CCOC(=O)c1oc2ccc(CNC3CCCCC3)c(Cl)c2c1C	14	-37	-9	.	5.8	7	87	4	-0.9	-4
COc1ccc(NC(=O)CN(C)C(=O)/C=C/c2cn(Cc3ccccc3)nc2-c2cccnc2)cc1	13	12	8	-5	-1.9	-2	146	-3	-4.9	-6
COc1ccc(NC(=O)c2cc(S(=O)(=O)N3CCCC3)cn2C)cc1Cl	0	-4	-6	-5	0.7	2	99	-2	1.3	1
CC(C)(C)C(=O)COC(=O)c1ccc2c(c1)C(=O)N(Cc1ccco1)C2=O	-5	-6	-11	0	1.1	-4	106	3	-0.2	-4
COc1ccc(-c2cc(C(=O)N3CCCC(C(F)(F)F)C3)c3ccccc3n2)cc1 (centres undefined)	-4	-10	0	1	2.4	4	.	2	-2.9	0

Reprinted from the part before: three compounds; new compounds follow.
SMILES	Arr AP2 block	MOR-DOR inv ag	Cardiac RTF inh	Wnt bcat act	MOR-DOR ag	cardiac RTF act	Pemphigus Ab inh	V-ATPase pHluor	LANA DNA inh	Keap1 Nrf2 FP
COc1ccc(NC(=O)c2cc(S(=O)(=O)N3CCCC3)cn2C)cc1Cl	0	-4	-6	-5	0.7	2	99	-2	1.3	1
CC(C)(C)C(=O)COC(=O)c1ccc2c(c1)C(=O)N(Cc1ccco1)C2=O	-5	-6	-11	0	1.1	-4	106	3	-0.2	-4
COc1ccc(-c2cc(C(=O)N3CCCC(C(F)(F)F)C3)c3ccccc3n2)cc1 (centres undefined)	-4	-10	0	1	2.4	4	.	2	-2.9	0
O=C(CSc1nccc(=O)[nH]1)NCc1ccco1	-9	20	-11	-1	-4.0	-2	93	5	4.0	-2
Cn1ncc2c(Nc3cccc4ccccc34)ncnc21	11	5	-5	0	-0.8	6	96	-11	2.0	-2
COc1cccc(NC(=O)Nn2cnnc2)c1	-8	2	4	-1	-0.5	0	115	0	0.5	-9
C=CCNC(=S)NNC(=O)c1cccn(Cc2ccc(Cl)cc2Cl)c1=O	1	-7	-5	-8	1.5	1	99	0	0.1	-4
COc1ccc2cc(C3CC(c4cccs4)=NN3C(C)=O)c(Cl)nc2c1 (centres undefined)	10	14	3	1	-2.7	2	.	1	-1.5	4
Cc1ccc(S(=O)(=O)NC2CC3CCC2C3)cc1 (centres undefined)	3	.	.	3	.	.	107	-4	.	.
O=C(CCCc1ccccc1)Nc1ccccn1	36	15	1	6	-3.0	8	102	-1	0.0	-2
COc1ccc(-c2csc3nc(-c4cccnc4)nc(Cl)c23)cc1OC	2	-17	2	-2	2.3	-6	88	1	-0.3	-3
CN=c1scc(-c2ccco2)n1/N=C/c1ccc(O)c(O)c1	35	-17	-3	-6	3.4	-6	98	-1	-0.2	-5
O=C1OC(/C(=C\Nc2cc(Cl)ccc2O)[N+](=O)[O-])c2ccccc21 (centres undefined)	0	-9	5	-9	1.9	-5	114	-3	0.7	0
Cc1ccc(-c2ccccc2NC(=O)CCl)o1	-12	18	-3	-3	-4.2	-4	104	0	1.1	0
Cc1nn(-c2ccccc2)c(C)c1N	-8	4	0	0	-0.7	-4	100	1	-0.3	-3
COc1ccc(NS(=O)(=O)c2cc(C)ccc2NC(=O)c2cc(C)oc2C)cc1	7	-6	-9	.	1.0	-1	225	-2	1.2	-1
COc1ccc(C(=O)OCC(=O)NC(C)CCc2ccccc2)cc1 (centres undefined)	6	15	-7	-1	-3.2	1	108	1	2.5	0
CCS(=O)(=O)Nc1ccc(C2=NN(C(=O)c3ccco3)C(c3ccc(C)cc3)C2)cc1 (centres undefined)	49	-11	-4	2	2.1	-2	.	-1	0.6	-6
COc1ccc(CCC(=O)N2CCCC(Nc3ccc(C)c(C)c3)C2)cc1OC (centres undefined)	36	-1	-6	3	0.3	2	96	-5	1.5	0
O=C(COn1nnc2ccc(S(=O)(=O)N3CCOCC3)cc21)Nc1c(F)c(F)c(F)c(F)c1F	8	2	-3	-1	-0.3	2	106	0	-1.5	2
CC(=O)Nc1ccc(S(=O)(=O)N2CCN(c3ccc([N+](=O)[O-])cc3)CC2)cc1	-5	-15	3	-5	2.9	-3	96	-1	2.6	-1
CCc1nnc(NC(=O)CN2CCN(Cc3ccccc3C)CC2)s1	36	14	6	0	-2.8	2	114	-1	-0.5	-3
CNC(=O)COC(=O)c1cc(SC)ccc1Cl	4	14	-3	-1	-3.0	-6	.	1	-2.0	3
CCOC(=O)C1=C(COC(=O)/C=C/c2ccc([N+](=O)[O-])cc2)NC(=O)NC1C (centres undefined)	-13	7	1	-3	-1.8	3	.	-4	1.2	-2
c1ccc(SCc2nc3ccccc3[nH]2)cc1	1	-25	0	.	4.7	-1	109	0	-0.4	-4
CC(NC(=O)Nc1ccccc1C(F)(F)F)C1CCCO1 (centres undefined)	-12	8	-7	.	-1.5	0	98	1	0.1	5
COc1ccccc1NC(=S)N(CCN(C)C)C(C)c1ccncc1 (centres undefined)	8	12	-1	3	-2.3	-1	97	-1	0.8	-4
COc1ccc(S(=O)(=O)N2CCN(Cc3ccc4c(c3)OCO4)CC2)c2ccccc12	29	9	-6	1	-1.9	0	101	-1	-3.0	1

Continued.
SMILES	Arr AP2 block	MOR-DOR inv ag	Cardiac RTF inh	Wnt bcat act	MOR-DOR ag	cardiac RTF act	Pemphigus Ab inh	V-ATPase pHluor	LANA DNA inh	Keap1 Nrf2 FP
O=C(c1ccco1)N1CCN(Cc2nnc(-c3ccccc3)o2)CC1	0	11	-6	1	-2.2	-1	99	-4	-0.4	-1
CCCC(=O)NC(=S)Nc1cccc(Cl)c1N1CCCCC1	14	1	3	.	-0.2	0	97	2	-0.7	-4
CCc1ccccc1NC(=O)C1=CC(c2cccs2)=NS(=O)(=O)N1C	-1	18	4	-4	-3.3	-3	99	5	-1.0	2
Cc1c(NS(=O)(=O)c2cccc(C(=O)NCc3cccc(Cl)c3)c2)c(=O)n(-c2ccccc2)n1C	-6	5	-11	-2	-1.4	-1	102	-2	-2.7	1
O=C(NCCc1ccccc1)c1ccc(NC(=O)C2CCCC2)cc1	-17	13	-5	6	-2.8	-3	101	0	0.8	0
CCC(c1ccccc1)c1nc(-c2cccnc2)no1 (centres undefined)	25	11	5	3	-2.2	-1	81	0	-0.4	-1
CC(=O)c1ccc(NC(=O)CN2CCC(C(=O)c3ccc(F)cc3)CC2)cc1	23	7	2	-1	-1.3	2	100	-2	-1.0	-3
COc1ccc(C2/C=C\CN(C(=O)NC34CC5CC(CC(C5)C3)C4)CC(=O)N2Cc2ccc(F)cc2)cc1 (centres undefined)	9	-6	1	-16	1.1	-14	97	0	2.5	-7
COc1ccc(S(=O)(=O)N2CCOCC2)cc1NC(=O)CN1C(=O)NC(C)(C2CC2)C1=O (centres undefined)	-4	24	-3	-1	-6.4	0	.	0	2.9	-3
Cc1cc(C)c(C#N)c(SCS(=O)Cc2ccccc2)n1 (centres undefined)	-2	13	7	-8	-2.3	-2	88	4	-1.1	-3
Cc1cccc(NC(=S)N2CCC(N(C)CC3CCCO3)CC2)c1 (centres undefined)	1	-1	-1	2	0.1	-4	99	1	-1.6	-3
CCC(=O)NC(O)C(=O)c1ccc(C)cc1 (centres undefined)	11	5	-11	-3	-0.8	-2	.	3	-0.6	1
O=C(OCc1nnc(-c2ccccc2)o1)c1ccc(S(=O)(=O)NCc2ccco2)cc1	-11	-2	-1	.	0.3	5	99	4	0.3	-3
